Screens from PubChem.
TcdB inh: TcdB glycohydrolase inhibitors, primary screen, biochemical, single point, plate reader; TcdB glycohydrolase enzymatic assay; AID 652162, 2013; Toxin B (Clostridioides difficile), P18177; actives 0.24% (n = 350,000); inhibition, % at 9.99 µM; in the data active = inhibition above about 10%
Target sequence (P18177 whole entry, looked up): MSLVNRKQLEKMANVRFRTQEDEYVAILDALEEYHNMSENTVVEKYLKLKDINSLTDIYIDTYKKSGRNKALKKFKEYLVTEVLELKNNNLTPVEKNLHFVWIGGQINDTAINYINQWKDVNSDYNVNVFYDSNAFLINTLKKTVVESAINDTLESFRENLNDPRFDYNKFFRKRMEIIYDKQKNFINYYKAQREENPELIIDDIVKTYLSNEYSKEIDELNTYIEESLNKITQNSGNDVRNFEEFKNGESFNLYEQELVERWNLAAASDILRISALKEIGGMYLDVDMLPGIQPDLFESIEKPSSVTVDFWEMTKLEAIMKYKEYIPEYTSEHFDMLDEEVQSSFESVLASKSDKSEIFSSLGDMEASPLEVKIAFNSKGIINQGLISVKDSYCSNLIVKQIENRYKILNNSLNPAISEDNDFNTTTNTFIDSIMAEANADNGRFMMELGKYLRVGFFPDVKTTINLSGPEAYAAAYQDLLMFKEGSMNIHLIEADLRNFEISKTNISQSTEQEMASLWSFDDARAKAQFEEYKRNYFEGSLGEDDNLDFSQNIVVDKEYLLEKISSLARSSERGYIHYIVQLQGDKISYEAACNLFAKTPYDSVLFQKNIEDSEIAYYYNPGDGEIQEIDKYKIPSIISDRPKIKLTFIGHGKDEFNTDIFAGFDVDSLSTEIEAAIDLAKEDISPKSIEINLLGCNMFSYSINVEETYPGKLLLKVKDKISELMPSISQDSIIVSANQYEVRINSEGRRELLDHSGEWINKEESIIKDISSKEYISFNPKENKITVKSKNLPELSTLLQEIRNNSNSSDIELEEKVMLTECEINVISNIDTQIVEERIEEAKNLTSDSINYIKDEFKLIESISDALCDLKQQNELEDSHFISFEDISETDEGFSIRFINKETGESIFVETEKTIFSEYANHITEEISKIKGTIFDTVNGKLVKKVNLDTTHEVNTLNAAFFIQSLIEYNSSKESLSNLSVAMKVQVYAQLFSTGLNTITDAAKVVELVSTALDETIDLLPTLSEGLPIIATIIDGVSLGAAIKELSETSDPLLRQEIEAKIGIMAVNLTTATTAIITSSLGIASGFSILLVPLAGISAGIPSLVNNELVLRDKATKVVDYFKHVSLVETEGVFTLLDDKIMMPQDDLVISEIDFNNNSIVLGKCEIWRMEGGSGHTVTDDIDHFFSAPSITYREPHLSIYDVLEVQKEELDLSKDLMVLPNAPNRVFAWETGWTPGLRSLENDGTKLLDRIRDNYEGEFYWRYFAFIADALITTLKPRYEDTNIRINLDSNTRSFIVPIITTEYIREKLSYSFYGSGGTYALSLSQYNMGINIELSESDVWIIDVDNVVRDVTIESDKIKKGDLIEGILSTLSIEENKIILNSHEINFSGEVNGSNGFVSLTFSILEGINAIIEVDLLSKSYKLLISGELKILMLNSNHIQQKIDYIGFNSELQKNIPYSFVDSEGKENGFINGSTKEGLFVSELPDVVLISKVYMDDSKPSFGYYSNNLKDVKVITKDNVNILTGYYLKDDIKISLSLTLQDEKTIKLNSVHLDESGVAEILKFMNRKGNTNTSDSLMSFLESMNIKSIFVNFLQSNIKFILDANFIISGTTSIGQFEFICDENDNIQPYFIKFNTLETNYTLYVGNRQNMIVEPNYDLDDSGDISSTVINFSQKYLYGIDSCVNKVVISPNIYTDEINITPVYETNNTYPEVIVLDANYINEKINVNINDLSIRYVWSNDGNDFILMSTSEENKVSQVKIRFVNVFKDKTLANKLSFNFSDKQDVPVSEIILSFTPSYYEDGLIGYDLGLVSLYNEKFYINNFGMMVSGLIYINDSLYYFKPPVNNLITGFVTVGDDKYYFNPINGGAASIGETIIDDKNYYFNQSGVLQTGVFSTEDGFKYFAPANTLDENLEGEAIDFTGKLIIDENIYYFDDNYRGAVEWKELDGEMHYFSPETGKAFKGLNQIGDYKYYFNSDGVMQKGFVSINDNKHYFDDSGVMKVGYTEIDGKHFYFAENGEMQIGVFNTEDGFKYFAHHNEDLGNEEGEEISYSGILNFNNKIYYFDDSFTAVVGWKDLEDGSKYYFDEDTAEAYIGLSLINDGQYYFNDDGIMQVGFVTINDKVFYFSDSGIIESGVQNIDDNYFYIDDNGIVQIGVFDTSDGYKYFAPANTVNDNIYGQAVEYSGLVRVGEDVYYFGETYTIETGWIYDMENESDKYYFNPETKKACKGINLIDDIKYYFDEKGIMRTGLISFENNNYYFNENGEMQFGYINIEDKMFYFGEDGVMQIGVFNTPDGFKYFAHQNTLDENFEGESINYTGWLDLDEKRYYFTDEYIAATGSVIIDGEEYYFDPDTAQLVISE
PriA SSB inh: inhibitors of Klebsiella pneumoniae PriA binding to SSB C-terminal tail, primary screen, biochemical, AlphaScreen; actives 0.6% (n = 430,000); AlphaScreen SSBct-PriA binding, biotinylated peptide; PriA–SSB C-terminal tail interaction (Klebsiella pneumoniae); AID 1272365, 2023; inhibition, % at 33 µM; in the data active = inhibition mostly above about 37%, no sharp cut-off; inactive = mostly below about 20%;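 note: plate controls were negative control peptide for no effect and reference peptide for full effect; strong numbers were not always called active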
Y pestis TopoI: Yersinia pestis topoisomerase I inhibitors, primary screen, biochemical, cleavage product accumulation, plate reader, single point | DNA topoisomerase I (Yersinia pestis CO92) | Y. pestis Topo-I cleavage product accumulation | activity, % at 10 µM | actives 0.064% (n = 360,000); in the data active = activity above about 50%, passing the limit was not always enough; inconclusive = no clear call, values can overlap the other calls; note: inactives centre near 2
3CLpro inhibitor: SARS-CoV 3CLpro protease inhibitors, primary screen, biochemical, quenched FRET; Replicase polyprotein 1ab (Severe acute respiratory syndrome coronavirus), P0C6X7; recombinant SARS-CoV 3CLpro, quenched FRET peptide cleavage; inhibition, % at 6 µM; actives 0.14% (n = 290,000); in the data active = inhibition above about 12%
DUSP3 inh: VHR1 phosphatase inhibitors, primary screen, biochemical, absorbance, uHTS; recombinant VHR phosphatase, pNPP absorbance; inhibition, % at 13.3 µM; actives 0.52% (n = 290,000); in the data active = inhibition above about 50%; note: some compounds called inactive have numbers as strong as hits
BH1578 lux ind: inducers of Vibrio cholerae quorum light production without autoinducers, primary screen, BH1578 luxS cqsA deficient, single point | V. cholerae BH1578 lux reporter, luminescence, 6 h | activation, % at 18.7 µM | actives 0.16% (n = 350,000); in the data active = activation mostly above about 9.7%, no sharp cut-off; inconclusive = no clear call, values can overlap the other calls; inactive = mostly below about 3.7%; note: not every result past the cut was called active; inactives centre near 0; reference of the scale not given here
Anthrax LF prot: Bacillus anthracis LF protease inhibitors, primary screen, biochemical, multiplex microsphere, MLPCN library; actives 0.12% (n = 360,000); inhibition, % at 10 µM; Lethal factor (Bacillus anthracis), P15917; AID 588501, 2011; multiplex microsphere protease cleavage assay; note: plate controls were buffer without enzyme for full effect and enzyme alone for no effect
BoNT A protease: BoNT/A light chain protease inhibitors, primary screen, biochemical, flow cytometry, MLPCN library; multiplex microsphere protease substrate cleavage; AID 588499, 2011; actives 0.17% (n = 360,000); Botulinum neurotoxin type A light chain protease (Clostridium botulinum A str. ATCC 3502); inhibition, % at 10 µM; note: plate controls were buffer without enzyme for full effect and enzyme alone for no effect
CCHFV vOTU inh: CCHFV vOTU protease inhibitors, primary screen, biochemical, Pep-AMC substrate, fluorescence; Crimean-Congo hemorrhagic fever virus L polyprotein viral ovarian tumor (vOTU) protease …; inhibition, % at 11.5 µM; actives 0.55% (n = 370,000); AID 651958, 2012; in the data active = inhibition above about 30%; note: 0% = vehicle wells with enzyme and 100% = no enzyme wells
PfHsp40 yeast: rescue of yeast from PfHsp40 toxicity, primary screen, S. cerevisiae, ATP luminescence. S. cerevisiae expressing PfHsp40, growth rescue. growth rescue, % at 12.5 µM. actives 0.68% (n = 340,000). AID 504582, 2011; in the data active = growth rescue above about 28%, passing the limit was not always enough; inconclusive = no clear call, values can overlap the other calls;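 note: yeast W303a lacking pdr1 and pdr3 grown in galactose medium; growth measured after three days at 30 °C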
An asterisk follows results filed as active; i = inactive; ? = inconclusive; nt = not tested or not shown; & = joins results of further samples. Cut-off read from the data, not from the text of the source, unless noted: active = inhibition above about 30%; inconclusive = no clear call, values can overlap the other calls; inactive = below that. Some of the compounds tested. The share of hits here may be higher or lower than overall.

SMILES | TcdB inh | PriA SSB inh | Y pestis TopoI | 3CLpro inhibitor | DUSP3 inh | BH1578 lux ind | Anthrax LF prot | BoNT A protease | CCHFV vOTU inh | PfHsp40 yeast
Cn1c(C(O)c2ccc(Br)cc2)nc(Cl)c1Cl (stereo unspecified) | 3.6 | 6 | -4 | 0 | 2 | -0.3 | nt | nt | 3 | 0.3
CCOC(=O)c1sc(NC(=O)c2ccc(Cl)s2)cc1C | 0.5 | -6&-5 | 3 | 0 | 1 | -0.1 | -4 | 0.6 | -2 | -0.4
COc1ccc(C=C(C(=O)c2ccccc2)c2ccccc2)cc1 | 0.7 | nt | nt | nt | nt | nt | -7 | -0.5 | 4 | nt
COc1ccccc1N(CC(=O)NCCSc1ccc(Cl)cc1)S(C)(=O)=O | -0.4 | 1 | 28 | 1 | 12 | -4.1 | -5 | 0.3 | 10 | 9.8
CCOc1ccc(CC(=O)NCCS(=O)(=O)N2CCN(c3ccccc3)CC2)cc1 | 0.7 | -5 | 15 | nt | nt | i | ? | ? | 2 | 2.2
O=C(NC1CC1)C1CC(=O)N(c2cccc(Cl)c2)C1 (stereo unspecified) | 0.5 | -3 | 4 | -4 | 1 | 2.2 | 2 | 1.2 | -14 | 0.0
CCc1ccc(C(=O)NC(CCSC)C(=O)OC)cc1 (stereo unspecified) | 1.1 | 8 | 7 | 0 | 6 | 0.5 | 1 | -0.3 | -18 | 0.1
CCOCCCNC(=O)C(NC(=O)CNC(=O)c1ccccc1)c1ccc(C)cc1 (stereo unspecified) | nt | 1 | 3 | 3 | 40 | -17 | -8 | -2.8 | -8 | -1.0
Cc1ccc(C(=O)OCC(=O)NCc2ccc(F)cc2)o1 | -2.3 | 3 | -2 | nt | nt | -0.3 | 6 | 0.2 | -7 | -0.1
CCCCn1c(=O)cc(N2CCOCC2)[nH]c1=O | 0.5 | 0&-1 | 5 | -4 | 8 | -0.2 | -3 | 0.2 | 22 | 0.2

The list goes on (2 carried over from the part before).
SMILES | TcdB inh | PriA SSB inh | Y pestis TopoI | 3CLpro inhibitor | DUSP3 inh | BH1578 lux ind | Anthrax LF prot | BoNT A protease | CCHFV vOTU inh | PfHsp40 yeast
Cc1ccc(C(=O)OCC(=O)NCc2ccc(F)cc2)o1 | -2.3 | 3 | -2 | nt | nt | -0.3 | 6 | 0.2 | -7 | -0.1
CCCCn1c(=O)cc(N2CCOCC2)[nH]c1=O | 0.5 | 0&-1 | 5 | -4 | 8 | -0.2 | -3 | 0.2 | 22 | 0.2
CCOC(=O)C1=C(C)NC(=S)NC1c1ccc(OCC(=O)N2CCCCCC2)cc1 (stereo unspecified) | 2.2 | -8 | 3 | 4 | 6 | -0.3 | -1 | -3.5 | -4 | -0.4
CC(=O)c1cccc(NC(=O)COC(=O)c2n[nH]c3ccccc23)c1 | 0.5 | -12 | -3 | 0 | 12 | 1.6 | -3 | -0.6 | -12 | -1.2
Cc1ccc(Cl)c(NC(=O)CN2C(=O)C(C)N(c3ccc(F)cc3)C2=O)c1Cl (stereo unspecified) | 1.1 | nt | 4 | nt | nt | -0.2 | -4 | -0.8 | -10 | nt
CCOc1ccc(S(=O)(=O)Nc2ccc(C(=O)NN)cc2)cc1 | 0.3 | 2 | 0 | 6 | 0 | i | -6 | 2.1 | 26 | -0.7
Cc1ccc(NC(=O)COC(=O)CNC(=O)C2CCCCC2)c(Br)c1 | 0.6 | 6 | -2 | 4 | 14 | -0.6 | 1 | 1.4 | -11 | 0.2
O=S(=O)(Cc1ncc(C(F)(F)F)cc1Cl)c1ccccc1 | -1.0 | -24 | 5 | 6 | 24 | i | -2 | 0.1 | -7 | 1.0
CSc1ncccc1C(=O)Nc1ccc(C)cn1 | 0.9 | -1 | 7 | -7 | 5 | -0.7 | -3 | -0.4 | 4 | 0.1
CCOCCCNC(=O)c1ccc(CS(=O)(=O)Cc2cccc(C)c2)o1 | 0.9 | -10 | 6 | -5 | 30 | -0.5 | -2 | -0.7 | -3 | -2.1
COc1ccc(/C=C\C(=O)NCc2ccc3[nH]c(C)cc3c2)cc1OC | 1.1 | 15 | -6 | 0 | -15 | -0.3 | -6 | -1.4 | -2 | 0.6
CC(=O)Nc1ccc(SCC(=O)OCC(=O)NC(=O)NC2CCCC2)cc1 | 0.0 | 6 | 6 | 0 | 41 | -0.3 | -4 | -0.8 | 11 | -1.2
O=S(=O)(CCSc1nc2ccccc2o1)Cc1ccccc1 | 0.8 | 0 | -9 | 3 | -18 | -4.8 | -9 | -0.1 | 4 | -1.2
Cc1onc(-c2ccccc2Cl)c1C(=O)N(Cc1ccccc1)C(C)C | 1.7 | -8 | 15 | 1 | 23 | i | 3 | 0.0 | -3 | 1.3
COc1ccc(CNC(=O)CN(C)S(=O)(=O)c2ccc(Cl)cc2)cc1 | -0.6 | 1 | 6 | 3 | -8 | i | -2 | -0.5 | 22 | 0.7
Cc1cccc(Nc2nnc(SCC(=O)Nc3cccnc3Cl)s2)c1 | nt | -1 | 4 | -6 | 10 | -0.3 | 0 | -0.5 | -3 | 0.2
Cc1cc(=O)oc2cc(OC(C)C(=O)NCC3CCC(C(=O)O)CC3)ccc12 (stereo unspecified) | -1.6 | 0 | 4 | 0 | -18 | -0.4 | 8 | 0.1 | 6 | -1.8
COc1cccc(/C=C2\SC(=S)N(NS(=O)(=O)c3ccccc3)C2=O)c1OC | 2.1 | -5 | 2 | 4 | 27 | i | 4 | 0.2 | 15 | 11
Cc1c(/C(O)=C2\C(=O)C(=O)N(CCCN(C)C)C2c2cccs2)cnn1-c1ccccc1 (stereo unspecified) | 1.0 | nt | -2 | nt | nt | 0.3 | 13 | 0.2 | 4 | 0.6
CCC(C)[C@H](N)c1cn([C@@H](CCCCN)C(=O)N2CCNCC2)nn1 (stereo partly specified) | 1.5 | -7 | -9 | -3 | 18 | i | 2 | 0.1 | 0 | 0.1
Cc1nc2c(-c3ccccc3)cnn2c(N)c1-c1ccccc1 | 0.1 | -18 | -9 | 4 | -2 | -0.4 | -3 | -0.8 | 1 | 12
O=C1NC2(CCc3ccccc32)C(=O)N1CCOc1ccc(Cl)cc1 (stereo unspecified) | nt | 6 | -5 | -2 | 27 | 0.1 | -3 | 0.3 | -9 | -0.3

Some values from above.
COc1cccc(/C=C2\SC(=S)N(NS(=O)(=O)c3ccccc3)C2=O)c1OC @ PfHsp40 yeast: 11
Cc1cc(=O)oc2cc(OC(C)C(=O)NCC3CCC(C(=O)O)CC3)ccc12 (stereo unspecified) @ PriA SSB inh: 0
Cc1cccc(Nc2nnc(SCC(=O)Nc3cccnc3Cl)s2)c1 @ Y pestis TopoI: 4
Cc1nc2c(-c3ccccc3)cnn2c(N)c1-c1ccccc1 @ Anthrax LF prot: -3

Later entries:
SMILES | TcdB inh | PriA SSB inh | Y pestis TopoI | 3CLpro inhibitor | DUSP3 inh | BH1578 lux ind | Anthrax LF prot | BoNT A protease | CCHFV vOTU inh | PfHsp40 yeast
CCCCc1cc(=O)oc2cc(C)cc(OC(C)C(=O)O)c12 (stereo unspecified) | nt | -12 | 0 | -2 | 9 | -0.3 | -3 | -0.3 | -61 | -0.3
O=C1c2ccccc2[C@@H]2C[C@@H](O)[C@H](Nc3cccc(C(F)(F)F)c3)CCN12 | 2.3 | -7 | 6 | nt | nt | i | -8 | 0.0 | -4 | -0.3
CCOC(=O)c1cnc(SC2CC(=O)N(c3ccc(C)cc3)C2=O)nc1N (stereo unspecified) | nt | -2 | 0 | 1 | 14 | i | 0 | -2.5 | -1 | -0.2
Cc1ccccc1C(=O)N1CCC(C(=O)Nc2cccc(F)c2)CC1 | nt | -3 | -9 | 5 | 12 | i | -2 | -0.4 | -13 | 0.8
COc1cc(C#N)ccc1OCC(=O)Nc1cccc(S(=O)(=O)N2CCCC2)c1 | 3.1 | -3 | 12 | 1 | 26 | i | -4 | -0.2 | -2 | -0.6
CCOC(=O)c1cc2cc(F)ccc2nc1C | nt | -14 | 6 | 2 | 6 | i | 3 | 0.7 | 0 | -1.9
COc1ccccc1N1CCN(CC(=O)Nc2ccc3c(c2)OCCO3)CC1 | 0.7 | -2 | 43 | 1 | 24 | -0.2 | 0 | -0.6 | 9 | 0.0
COc1ccc(-c2c3c(=O)n(C)c(=O)n(C)c3cn2-c2ccccc2)cc1 | nt | -6 | 0 | 5 | 12 | i | -1 | -0.2 | 2 | -0.6
O=C(CSc1nncs1)Nc1ccc2[nH]c(=O)[nH]c2c1 | -0.3 | -4 | -4 | nt | nt | -0.8 | 1 | 0.6 | -6 | -1.3
COC(=O)c1cc2c(ccc3ccccc32)oc1=O | 1.3 | -6 | -4 | nt | nt | i | -6 | -1.4 | -347 | 3.3
CCOC(=O)C1=C(CC)Nc2ccccc2N=C1NC(=O)c1oc2ccccc2c1C | 0.8 | -3 | 28 | 4 | -2 | -0.5 | -2 | -0.6 | -9 | 6.1
C(#Cc1ccccc1)CN1CCOCC1 | 2.9 | -20&-3 | 10 | -2 | 12 | -0.4 | -8 | 0.2 | -13 | 0.3
CCN(CC(=O)Nc1ccccc1C(=O)Nc1ccccc1)Cc1nc2ccccc2c(=O)[nH]1 | -0.6 | 10 | -11 | 0 | 16 | i | -4 | -0.5 | -7 | -1.5
COc1ccc(CN(C(=O)c2snc(C(N)=O)c2N)C(C(=O)NC2CCCC2)c2ccc(OC)cc2)cc1 (stereo unspecified) | 0.5 | -11 | 24 | -2 | 1 | 0.0 | -1 | 0.9 | 3 | 1.1
O=C(N/N=C/c1ccc(OC(=O)c2ccccc2Cl)cc1)c1ccccn1 | nt | nt | 12 | -3 | 40 | 1.5 | 0 | -0.4 | nt | -0.2
CCN(CC)S(=O)(=O)c1ccc2c(c1)C(=NO)c1cc(S(=O)(=O)N(CC)CC)ccc1-2 | nt | 2 | 9 | 5 | 35 | -0.3 | -5 | 0.2 | 9 | 0.8
Cc1nc(N)[nH]c(=O)c1Oc1cccc(C(F)(F)F)c1 | -0.8 | -12 | -2 | -1 | 6 | i | -4 | -1.0 | -11 | -0.8
O=C(NC1(Cc2ccccc2)CCN(CCc2cccs2)C1=O)c1ccccc1 (stereo unspecified) | 1.6 | 1 | 0 | nt | nt | -0.6 | 0 | -0.3 | -1 | -0.6
CC(C)(C)C1N=C(c2ccc3ccccc3c2)OC1=O (stereo unspecified) | -0.9 | -8 | 0 | nt | nt | i | -9 | -0.5 | 4 | -2.4
COc1ccc(-n2nc(C(=O)N3CCN(Cc4ccc5c(c4)OCO5)CC3)c3ccccc3c2=O)cc1 | nt | 5 | 4 | 3 | 14 | -0.2 | -1 | -0.4 | 5 | 0.8
Cc1ccc(NS(=O)(=O)c2cc(C(=O)N3CCN(C)CC3)ccc2C)cc1C | -0.1 | -11 | -16 | 7 | 30 | -0.2 | 1 | -0.7 | 15 | 0.1
O=C(COc1ccc2ccccc2c1)N1CCN(C(=O)c2cccs2)CC1 | nt | -9 | 31 | 2 | 22 | i | 1 | -0.1 | 1 | 1.0
CC(=O)Nc1ccc(-c2cn3c(n2)SCC3)cc1 | 0.6 | -3 | -7 | 5 | 24 | i | 3 | -2.1 | 6 | 0.3
COc1ccc(C2C(C(=O)NCCCN3CCOCC3)c3ccccc3C(=O)N2c2ccc(OC)cc2)cc1 (stereo unspecified) | 0.9 | -9 | 12 | 0 | 26 | -0.3 | -3 | 0.0 | -9 | 0.0
